RGS4 inh – Inhibitors of Regulator of G Protein Signaling (RGS) 4: qHTS; Transcreener GDP fluorescence polarization, RGS4-accelerated GTP hydrolysis; Regulator of G-protein signaling 4 (Homo sapiens), P49798; hit rate 0.039% among 390,000; Potency, µM (doses to about 114 µM), inactives show at the highest dose activity change, negative = inhibition, most hits filed as inhibitors; note: potency is the fitted concentration of half-maximal effect; % is set by controls: 0 for no effect and ±100 for the full control effect; nearly all actives have a fitted effect of over 75% in size; some results filed as inactive show a strong effect at the top dose
Target sequence (P49798 whole entry, looked up): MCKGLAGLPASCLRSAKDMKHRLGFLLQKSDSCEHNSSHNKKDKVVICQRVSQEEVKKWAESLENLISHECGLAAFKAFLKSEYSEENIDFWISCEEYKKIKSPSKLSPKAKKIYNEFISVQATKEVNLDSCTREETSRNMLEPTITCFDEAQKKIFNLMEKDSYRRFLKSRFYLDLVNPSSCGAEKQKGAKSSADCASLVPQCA
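MLSMR compounds (23 nl, pin-transferred) preincubated 10 min at room temperature with a 500nM (2x) first reagent, then RGS4 at 900nM (2x) plus Transcreener GDP mix added; fluorescence polarization (620/688 nm) read before and after 90 min at 30 °C.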
ERG-DNA inh – qHTS for Small Molecule Inhibitors of the ERG Ets/DNA interaction | Transcriptional regulator ERG (Homo sapiens), P11308 | fluorescence polarization, His-ERG Ets domain / labelled DNA | Potency, µM (series often up to 76.9 µM), for the others: at the top dose FP activity, negative = inhibition, hits mostly inhibitors | hit rate 0.028% among 370,000 | AID 624246, 2012; active = well fitted inhibition curve with a large enough effect in the polarisation, with a control signal flat; inconclusive = small, poorly fitted or top-dose-only effect, or effect the other way, or a change in a side signal; inactive = no such curve, though single readings can be large or run the other way; the % refers to the polarisation;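 note: polarization taken with two DNA probes labelled with fluorescein and Texas red; potency is the fitted concentration of half-maximal effect; % of control where 0% means no effect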
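His-tagged ERG Ets domain (1 uM in the protein solution; 300mM KCl, 50mM Tris-HCl, 1mM EDTA, 1mM DTT, pH 7.5) received compound, then a probe mix of 5 nM fluorescein-DNA and 100nM Texas-615-DNA. Fluorescence polarization was read for both dyes.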
Vif-APOBEC3F blk – qHTS for Inhibitors of Vif-A3F Interactions: qHTS; HeLa A3F-eYFP + Vif (tagged APOBEC3F with the HIV-1 protein that degrades it), YFP fluorescence increase; Potency, µM (series often up to 46.1 µM), for the others: at the highest dose activity, negative = active; hit rate 0.2% among 390,000; AID 602313, 2012; note: potency is the fitted concentration of half-maximal effect; % of control where 0% means no effect; nearly all actives have a fitted effect of over 65% in size
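HeLa cells stably expressing Vif plus C-terminally eYFP-tagged A3F were seeded, incubated overnight at 37 deg C, dosed with compound, incubated overnight again at 37 deg C. Yellow fluorescence (Ex 488/Em 500-530) reported blocked Vif-mediated A3F-eYFP degradation.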
D2 agonist – HTS Assay for Allosteric Agonists of the Human D2 Dopamine Receptor: Primary Screen for Agonists | D(2) dopamine receptor (Homo sapiens), P14416 | HEK293 T-REx D2 cells, calcium flux agonist mode | activation, % at 2 µM | hit rate 0.53% among 340,000 | AID 485358, 2010;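 active = activation over 3 SD above normal in the single-dose calcium agonist read, cut at about 30% in these data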; note: 0% is about no effect
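Tetracycline-induced HEK293 Trex cells with D2 receptor force-coupled to calcium signaling, plated overnight at 30 C and loaded with no-wash calcium dye. Calcium flux read kinetically for 180 s after compound addition; responses flag agonists.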
GRP78 ERSR act – qHTS for Inducers of the Endoplasmic Reticulum Stress Response (ERSR) in Human Glioma: qHTS; U87-MG GRP78 promoter luciferase reporter, 16 h; Potency, µM, for inactives: at the highest dose activation, usual class: activators; hit rate 0.02% among 420,000; AID 602332, 2012; note: potency is the fitted concentration of half-maximal effect; series mostly up to about 76 µM; % of control where 0% means no effect; nearly all actives have a fitted effect of over 35% in size
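Stably transfected U87-MG glioma cells carrying a GRP78-based luciferase sensor; 16 h compound incubation. Luminescence end-point read 10 min after Bright-Glo addition at room temperature.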
LDHA inh – qHTS assay for inhibitors of human lactate dehydrogenase; L-lactate dehydrogenase A chain (Homo sapiens), P00338; purified LDHA, NADH/diaphorase-resazurin fluorescence; hits give low values; activity change, % (values are at about 110 or 230 µM); hit rate 0.15% among 480,000; in the data active = activity change below about -30%; inconclusive = mostly about -25% to -30%;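 note: plate controls were DMSO wells for no effect and wells without enzyme for full effect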
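Enzyme activity of human lactate dehydrogenase 5 (2 nM; 0.06 mM NADH, 0.2 mM pyruvate, 5 min, RT) is measured via a resazurin/diaphorase fluorescence readout of residual NADH.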
D2 antag – HTS Assay for Allosteric Antagonists of the Human D2 Dopamine Receptor: Primary Screen for Antagonists | hit rate 2% among 340,000 | HEK293 TREx D2 cells, calcium flux, dopamine EC80 | AID 485344, 2010 | inhibition, % at 10 µM | D(2) dopamine receptor (Homo sapiens), P14416; in the data active = inhibition above about 30%; note: 0% is about no effect
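Calcium mobilization kinetics were recorded at 1 s intervals in tetracycline-induced HEK293 T-REx D2 cells, first for 180 s after compound addition and then 180 s after EC80 dopamine.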
ALOX12 inh – Primary qHTS assay for inhibitors of human arachidonate 12S-lipoxygenase (ALOX12): Round 2; Polyunsaturated fatty acid lipoxygenase ALOX12 (Homo sapiens), P18054; purified 12hLO, xylenol orange hydroperoxide absorbance; Potency, µM (titrated, usually from 108 µM), inactives show at the highest dose activity change, negative = inhibition, actives largely listed as inhibitors; hit rate 1.1% among 580,000; AID 1671190, 2021; note: potency is the fitted concentration of half-maximal effect; % is set by controls: 0 for no effect and ±100 for the full control effect
Target sequence (P18054 whole entry, looked up): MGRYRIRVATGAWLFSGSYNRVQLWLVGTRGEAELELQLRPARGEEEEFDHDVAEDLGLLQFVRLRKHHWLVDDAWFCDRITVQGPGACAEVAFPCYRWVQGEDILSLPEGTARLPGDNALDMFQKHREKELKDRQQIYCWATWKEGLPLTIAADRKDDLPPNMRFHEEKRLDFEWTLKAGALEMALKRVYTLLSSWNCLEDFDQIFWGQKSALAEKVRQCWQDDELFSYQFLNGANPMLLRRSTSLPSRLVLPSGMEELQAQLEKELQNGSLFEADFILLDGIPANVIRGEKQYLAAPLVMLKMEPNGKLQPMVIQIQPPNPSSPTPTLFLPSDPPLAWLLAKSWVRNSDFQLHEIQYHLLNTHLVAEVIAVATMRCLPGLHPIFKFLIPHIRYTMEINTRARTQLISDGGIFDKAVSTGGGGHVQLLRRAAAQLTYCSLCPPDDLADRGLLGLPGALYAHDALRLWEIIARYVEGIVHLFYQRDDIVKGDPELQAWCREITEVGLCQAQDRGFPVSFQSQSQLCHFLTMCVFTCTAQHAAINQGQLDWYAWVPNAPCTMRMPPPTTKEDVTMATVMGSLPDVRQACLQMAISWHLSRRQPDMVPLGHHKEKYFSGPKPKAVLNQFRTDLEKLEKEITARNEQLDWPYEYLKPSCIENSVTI
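Purified human 12hLO at 150 nM in 25 mM Hepes, 0.01% Triton X-100, pH 7.0, preincubated 15 min at room temperature with compound. Reaction started with 40 uM arachidonic acid, 30 min at room temperature. Hydroperoxide measured by Fe-xylenol orange, 573/405 nm absorbance ratio.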
Vif-APOBEC3G blk – qHTS for Inhibitors of Vif-A3G Interactions: qHTS; HeLa A3G-eYFP + Vif (tagged APOBEC3G with the HIV-1 protein that degrades it), YFP fluorescence, overnight; Potency, µM (highest dose often 46.1 µM), without a hit: at the highest dose activity, negative = active, most hits filed as inhibitors; DNA dC->dU-editing enzyme APOBEC-3G (Homo sapiens), Q9HC16; hit rate 0.076% among 410,000;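 note: potency is the fitted concentration of half-maximal effect; % is set by controls: 0 for no effect and ±100 for the full control effect; nearly all actives have a fitted effect of over 60% in size; hits raise eYFP signal because A3G escapes Vif-driven loss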
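Read-out is eYFP fluorescence (Ex 488/Em 500-530) from Vif-expressing HeLa A3G-eYFP cells; more signal means A3G escaped Vif-mediated degradation. Cells plated overnight, compound pinned in, incubated overnight at 37 deg C.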
The depositor's hits bear a star; ? = inconclusive; . = no result given; & = joins results of further samples; [ ] = dose if it differs, or a comment. Unless noted, calls come from the whole dose curve; as a rule, active = well fitted curve in the direction sought with a large enough effect; inconclusive = small, poorly fitted or top-dose-only effect, or another doubt; inactive = no such curve, though single readings can be large; an effect the other way counts as inactive or inconclusive.

SMILES	RGS4 inh	ERG-DNA inh	Vif-APOBEC3F blk	D2 agonist	GRP78 ERSR act	LDHA inh	D2 antag	ALOX12 inh	Vif-APOBEC3G blk
CC1=N/C(=C/c2ccc([N+](=O)[O-])cc2)C(=O)N1c1ccc(Cl)cc1Cl	11.6%	-11.0%	1.6%	0.2	-2.2%	-6.1	-10.0	6.1%	1.3%
COc1cc(OC)cc(C(=O)NC2CCN(C(=O)N3c4ccccc4Sc4ccccc43)CC2)c1	4.8%	.	0.1%	0.6	-2.3%	-6.1	-29.8	-14.6%	-2.2%
CC1(C)c2[nH]c3ccccc3c2C[C@H]2C(=O)N(N)CC(=O)N21	-16.5%[56.9 µM]	8.0%	1.8%	-0.3	-1.6%	-9.4	-28.1	26.4%	-8.2%
CCN(CC)S(=O)(=O)c1ccc(OCC(=O)NCc2ccco2)cc1	5.9%	7.4%	-19.4%	-1.4	0.1%	1.6	-14.7	-7.7%	0.5%
CC(=O)[C@H]1[C@H]([C@H](O)[C@H](O)CO)O[C@](O)(C(=O)O)C[C@@H]1O	-10.9%	-6.3%	-7.0%	-0.1	0.8%	-0.9	-15.3	5.0%	1.3%
Cn1/c(=N/NC(=O)c2ccccc2F)sc2ccccc21	37.7%	3.3%	-11.6%	2.1	6.6%	-7.6	-4.6	-0.7%	-5.9%
Cc1nnsc1C(=O)N1CCC(C(=O)c2ccccc2)CC1	0.9%	-0.9%	10.0%	0.0	-4.0%	-7.0	-33.7	0.8%	0.5%
Cc1nc2ccc(NC(=O)Cc3ccc(Br)cc3)cc2s1	-12.4%	3.3%	-8.2%	.	2.3%	-6.2	.	-22.4%	0.4%
O=C(CC1C(=O)NCCN1CC(c1ccccc1)c1ccccc1)NCC1CCOCC1 (stereo not given)	3.4%	1.9%	6.3%	1.4	-4.7%	2.9	3.9	0.0%	1.3%
CCN(CC)CC(=O)NC12CC3CC(CC(C3)C1)C2	15.8%	4.9%	1.0%	-0.8	-3.1%	-6.2	0.7	97.9%	-1.0%
CN(C)CCCC1(O)c2ccccc2CCc2ccccc21	-14.6%	0.6%	-9.7%	0.2	-2.7%	-5.5	0.8	?	-2.4%
C/C(=N/O)c1no[n+]([O-])c1/C(C)=N\O	-17.8%	-9.0%	4.4%	1.5	-3.8%	-7.6	-3.7	5.3%	4.7%
CN(Cc1nc(-c2cccs2)no1)CC(O)c1ccccc1 (stereo not given)	-16.1%	5.8%	-0.6%	-0.5	7.5%	0.1	3.8	-16.3%	-0.3%
CCOC(=O)CCCCCC(=O)Nc1ccc2c(c1)C(=O)N([C@H](C)CO)C[C@H](C)[C@@H](CN(C)C(=O)Nc1ccc(OC)cc1)O2	-17.1%	9.0%	1.0%	.	-2.3%	1.1	.	.	2.2%
COC(=O)C(NS(=O)(=O)c1ccc(NC(C)=O)cc1)C(C)C (stereo not given)	8.6%	.	-1.9%	.	-3.1%	-1.4	.	-5.8%	1.0%
COc1ccc(C(=O)CC(=O)C(=O)Nc2cc(OC)ccc2OC)cc1	2.3%	-10.2%	-0.7%	0.9	-0.4%	21.4	-8.3	0.0%	-0.2%
CCOC(=O)C1CCN(c2ncnc3c2oc2ccccc23)CC1	7.5%	.	3.8%	-0.5	-0.7%	-5.4	7.4	13.4%	-0.1%
Cc1cccc(Cn2cc(S(=O)(=O)c3cccc(C)c3)c(=O)c3cc(F)c(N4CCOCC4)cc32)c1	-6.0%	-0.7%	-4.2%	0.0	-2.5%	-2.7	.	1.7%	2.3%
CC(C)(C)OC(=O)C(C1NC(C(=O)O)C(C)(C)S1)N1C(=O)c2ccccc2C1=O (stereo not given)	-18.6%	-6.0%	4.9%	.	-1.7%	-2.2	.	-26.4%	3.0%
Nc1nnnn1NCc1cccc(OCc2ccccc2)c1	-31.6%	-12.1%	-3.0%	0.6	-0.8%	-12.2	-4.9	0.6%	0.6%
COc1ccc(CN(C)CC(=O)Nc2ccc(Cl)cc2F)c(OC)c1	10.4%[11.4 µM]	-9.1%	6.6%	-0.8	-2.7%	-14.6	18.6	-2.2%	-1.3%
CC1Cc2ccccc2N1CC(=O)NCc1ccc2c(c1)OCO2 (stereo not given)	17.8%	6.4%	-10.4%	.	5.1%	-0.8	.	-17.3%	0.3%
O=C(Cc1ccc(Cl)cc1)Nc1ccc(CN2CCCCC2)cc1	5.8%	1.2%	-8.7%	3.1	6.9%	-1.8	1.7	12.1%	1.1%
O=C(NCc1ccco1)c1cccc(-c2nnc(-c3ccccc3)o2)c1	-25.6%	-2.1%	-1.0%	-0.2	2.5%	-2.5	11.4	?	-16.8%
O=C(C1CCCN(S(=O)(=O)c2cccc3nsnc23)C1)N1CCCCCC1 (stereo not given)	-10.7%	0.8%	2.2%	0.3	-3.5%	-6.9	3.5	-2.7%	4.3%
O=c1c(-c2cc(-c3ccc(F)cc3)nc3c2COc2ccc(Cl)cc2-3)coc2ccc(F)cc12	10.4%	-5.3%	0.8%	0.3	-2.1%	-2.9	.	-28.1%	8.5%
CCCCC(CC)c1nnc(NC(=O)c2cccs2)s1 (stereo not given)	12.2%	-4.0%	3.0%	-0.4	-6.4%	-2.6	-10.0	-23.7%	-2.4%
Cc1ccccc1S(=O)(=O)Nc1ncc(C(F)(F)F)cc1Cl	-8.9%	0.9%	-5.7%	0.8	-5.6%	1.7	5.4	8.5%	-7.3%
O=C1CCCCC1C(=O)c1cn(-c2ccc(Cl)c(Cl)c2)nn1 (stereo not given)	3.4%	6.3%	8.4%	2.8	3.9%	-3.3	-1.2	0.0%	-3.9%
O=C(NC1CCCC1)C(c1ccccn1)N(C(=O)c1csnn1)c1ccccc1F (stereo not given)	-10.1%	-5.5%	0.1%	0.4	-6.6%	-8.9	14.0	-16.3%	-0.7%
COc1ccc(C2Nc3ccccc3C(=O)N2c2ccccc2)cc1CN1CCOCC1 (stereo not given)	-8.6%	4.3%	11.3%	0.3	0.8%	-5.9&-5.6	30.1*	?	-1.0%
Oc1ccc(-n2nnnc2SCc2ccccc2Br)cc1	-10.1%	3.5%	7.8%	0.6	1.4%	0.1	-6.2	.	-16.7%
COc1ccc(N2CC(C(=O)Nc3nnc(SCC(=O)NCC4CCCO4)s3)CC2=O)cc1 (stereo not given)	-34.0%	-9.7%	6.2%	.	-3.4%	-2.7	.	?	1.4%
Cn1nc(-c2ccc(N3CCOCC3)c(NS(=O)(=O)c3ccccc3)c2)c2ccccc2c1=O	-18.8%	-4.2%	-19.8%	0.0	-1.4%	-1.8	10.3	-5.0%	-11.7%
Cc1cccc(N2C(=O)CC(Sc3nc(C)cc(C)n3)C2=O)c1 (stereo not given)	6.5%	1.4%	-5.4%	.	-2.4%	-3.3	.	3.3%	0.4%
CCC(NS(=O)(=O)c1ccc(C)cc1)C(=O)N1CCOCCOCCOCC1 (stereo not given)	-11.1%	-6.5%	-20.1%	-0.8	1.5%	-3.9	-9.7	-9.0%	0.0%
Oc1ccc(NC(=S)N=Nc2c(O)[nH]c3ccccc23)cc1	-43.8%	-5.3%	-13.5%	-0.3	3.8%	1.9	-3.6	?	-5.1%
CC1Cc2cc(S(=O)(=O)N3CCC(C(N)=O)CC3)ccc2N1C(=O)C1CC1 (stereo not given)	11.0%	-4.0%	?	-0.7	2.4%	-1.8	-19.6	3.2%	1.3%
Cc1cccnc1NC(=O)CCCN1C(=O)c2ccccc2C1=O	-19.1%	.	-8.0%	0.0	-3.5%	-3.5	-4.9	2.3%	-4.4%
CC(C)CC1C(=O)N(Cc2cn(Cc3ccco3)nn2)CCS(=O)(=O)N1Cc1ccc(-c2ccc(F)cc2)cc1 (stereo not given)	.	.	-12.7%	.	-7.3%	-0.6	.	?	-11.8%
Cc1ccccc1NS(=O)(=O)c1ccc(C(=O)NCC2CCCO2)cc1 (stereo not given)	-1.4%	-2.7%	5.0%	0.9	-3.0%	-5.7	-14.3	?	2.8%
COc1ccc(S(=O)(=O)Nc2cccc(Cl)c2)cc1OC	-9.0%	-5.9%	-4.3%	-0.1	-3.1%	0.0	3.3	-6.1%	-0.2%
Cc1cccc(OCC(=O)Nc2ccc(-c3nc4cc(C)ccc4o3)c(O)c2)c1	-1.3%	15.0%	-12.8%	-0.8	-1.3%	0.5	.	2.6%	1.1%
Cc1ccc(SC2=C(C(=O)O)CCCC2)cc1	-4.8%	1.7%	-1.8%	-0.2	-4.2%	-3.0	14.8	-11.2%	-3.5%

A portion of the library (hit frequency here may not be typical).
